# High-throughput results (PubChem)
# CHRM4 antagonist – blocks acetylcholine activation of human M4 receptor | inhibition, % at 3 µM | CHO-hM4 cells, ACh EC80, Fluo-8 calcium fluorescence | hit rate 0.73% among 360,000 | P08173 | AID 624125;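 active = inhibition above its plate's cutoff, the mean inhibition of sample wells plus 3 SD, cut at about 27% in these data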;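 also: 0% = acetylcholine EC80 with DMSO and 100% = DMSO without agonist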
# Target sequence (P08173 whole entry, looked up): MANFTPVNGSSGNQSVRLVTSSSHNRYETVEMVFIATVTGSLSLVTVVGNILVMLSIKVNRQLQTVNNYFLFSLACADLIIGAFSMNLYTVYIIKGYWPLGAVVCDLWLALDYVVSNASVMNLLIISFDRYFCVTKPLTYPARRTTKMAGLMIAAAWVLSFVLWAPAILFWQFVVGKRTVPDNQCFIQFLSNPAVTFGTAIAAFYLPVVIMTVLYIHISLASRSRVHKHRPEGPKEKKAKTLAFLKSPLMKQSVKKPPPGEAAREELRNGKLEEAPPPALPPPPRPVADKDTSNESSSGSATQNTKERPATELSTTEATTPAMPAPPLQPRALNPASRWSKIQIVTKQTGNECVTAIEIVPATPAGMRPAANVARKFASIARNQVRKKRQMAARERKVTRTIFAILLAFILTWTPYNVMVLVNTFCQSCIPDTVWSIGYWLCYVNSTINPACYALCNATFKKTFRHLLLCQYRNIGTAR
# M1 ag – activates human CHRM1 receptor | activation, % at 3 µM | hit rate 0.33% among 360,000 | CHO-K1 hM1, Fluo-8 calcium fluorescence, agonist mode; 0% DMSO, 100% acetylcholine EC100 | P11229;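 active = activation above the run's mean compound activation plus 3 SD, cut at about 16% in these data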;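 also: peak over basal fluorescence ratio within a 140 s kinetic read after compound addition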
# CHRM4 agonist – agonists of human muscarinic M4 receptor (CHRM4); activation, % at 3 µM; hit rate 0.14% among 360,000; CHO-K1 hM4/Gqi5, Fluo-8 calcium fluorescence; vehicle 0%, full acetylcholine response 100%;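 active = activation above the run mean over all test wells plus 3 SD, cut at about 32% in these data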;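 also: peak over basal fluorescence ratio per well then scaled between controls; 0% = DMSO wells and 100% = acetylcholine at EC100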
# CHO parental Ca – counter-screen: ATP calcium response change in parental CHO cells; inhibition, % at 5.6 µM; AID 463079; hit rate 0.63% among 330,000; parental CHO-K1, ATP-induced calcium, Fluo-8 fluorescence;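 active = inhibition above that plate's mean sample inhibition plus 3 SD, cut at about 26% in these data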;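 also: 0% = ATP-challenged DMSO wells and 100% = DMSO wells without ATP; some compounds past the cut are filed as inactive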
#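 material = parental CHO cells | also added = ATP as calcium-mobilizing challenge | dosing = single point at 5.6 µM | detection = intracellular calcium via Fluo-8 no-wash fluorescent dye | read-out = % inhibition | benchmarks = low control ATP plus DMSO, high control DMSO only | repeats = one well per compound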
# CHRM1 PAM – positive allosteric modulators of human M1 muscarinic receptor. P11229. CHO-K1 hM1, Fluo-8 calcium fluorescence, ACh EC20; 0% = ACh EC20, 100% = maximal ACh. activation, % at 3 µM. hit rate 0.088% among 360,000. AID 588819; in the data active = activation above about 19%, passing the limit was not always enough
# CHO-K1 Ca ag – M1 agonist counterscreen hit in parental CHO-K1 cells. activation, % at 3 µM. Fluo-8 calcium fluorescence; scaled to maximal ATP response, vehicle zero. hit rate 0.48% among 360,000; in the data active = activation above about 15%;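 also: untransfected CHO-K1 host cells lacking M1 receptor as counterscreen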
# OXTR potentiate – potentiators of human oxytocin receptor. activation, % at 3 µM. CHO-OTR cells, Fluo-8 calcium fluorescence, potentiator mode; 0% = oxytocin EC15, 100% = EC100. AID 2445. P30559. hit rate 0.061% among 320,000;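 active = activation above that plate's cutoff, the mean activation of tested compounds plus 3 SD, cut at about 6.6% in these data, passing the limit was not always enough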;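 also: 100% uses oxytocin at 75 nM as the full agonist control; some results filed as inactive read as strong as hits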
# Target sequence (P30559 whole entry, looked up): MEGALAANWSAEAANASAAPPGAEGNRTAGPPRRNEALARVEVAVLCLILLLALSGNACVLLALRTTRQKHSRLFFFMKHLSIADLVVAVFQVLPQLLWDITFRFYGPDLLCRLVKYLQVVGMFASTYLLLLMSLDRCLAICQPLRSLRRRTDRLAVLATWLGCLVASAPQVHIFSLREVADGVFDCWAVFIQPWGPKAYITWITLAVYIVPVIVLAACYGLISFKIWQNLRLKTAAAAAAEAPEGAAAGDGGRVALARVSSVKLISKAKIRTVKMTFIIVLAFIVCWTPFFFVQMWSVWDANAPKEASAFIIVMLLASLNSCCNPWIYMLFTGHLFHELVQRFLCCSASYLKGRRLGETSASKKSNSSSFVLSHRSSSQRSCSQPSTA
#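 System: human OTR in CHO cells; Also added: sub-maximal oxytocin, roughly EC15; Timing: compound 6 min at room temperature before oxytocin, 100 s read; Technique: Fluo-8 intracellular calcium fluorescence, ex 470-495, em 515-575 nm; Controls: oxytocin EC15 low and EC100 high; Replication: singlicate.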
# M1 antag – antagonists of human M1 muscarinic receptor; P11229; CHO-K1 hM1, Fluo-8 calcium fluorescence, ACh EC80 antagonist; inhibition, % at 3 µM; hit rate 1.3% among 360,000; AID 588852;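 active = percent inhibition above its own plate's cutoff, namely the mean of that plate's compound wells plus 3 SD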;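 also: peak over basal fluorescence ratio during 140 s after agonist addition; 0% = ACh EC80 plus DMSO and 100% = DMSO alone without agonist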
# CHO-K1 Ca antag – counter-screen for M1 antagonists: effect in parental CHO-K1 cells; ATP-induced calcium, Fluo-8 fluorescence; inhibition, % at 3 µM; AID 602250; hit rate 0.6% among 360,000;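 active = inhibition above a per-plate cutoff, the plate's mean sample inhibition plus 3 SD, cut at about 24% in these data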;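 also: 0% = DMSO plus EC80 ATP and 100% = DMSO alone without ATP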
# Starred values were filed as active, the others as inactive; · = no result given. These rows are one share of the data. The share of hits here may be higher or lower than overall.
# The first 13 entries, to show the layout:
no.	structure	CHRM4 antagonist	M1 ag	CHRM4 agonist	CHO parental Ca	CHRM1 PAM	CHO-K1 Ca ag	OXTR potentiate	M1 antag	CHO-K1 Ca antag
1	Cc1ccc(Cn2cc(C=O)c(-c3ccc(F)cc3)n2)cc1	11	0	4	1	2	5.1	-17	-7	-17
2	COC(=O)C1=C(c2cc3ccccc3s2)C[C@@H]2CC[C@H]1N2C(=O)N1CCOCC1	4	-2	3	-8	11	-0.4	2	-13	5
3	Cc1cc(OC(C)C(=O)N[C@H](C(=O)O)c2ccccc2)c2c3c(c(=O)oc2c1)CCC3 (some centres not stated)	-18	1	0	-9	5	7.4	-3	-9	17
4	CCCC(=O)c1c(O)[nH]c(=O)[nH]c1=O	2	-4	1	8	5	1.8	1	-7	-11
5	CCCCc1ncc(CN2CCCC(C(=O)c3ccc(SC)cc3)C2)[nH]1 (configuration not stated)	1	-14	2	-24	-25	0.8	-6	3	4
6	C=Cn1ccnc1P(=S)(c1nccn1C=C)C1CCCCC1	2	-3	2	-14	-4	0.0	-6	-16	-20
7	Cc1cc(OC(=O)N(C)C)nc2c1c(C)nn2C	-11	0	0	-33	12	0.2	-6	-14	-9
8	COc1ccc(NC(=O)CN2CC=C(c3ccccc3)CC2)cc1S(=O)(=O)N1CCOCC1	8	-7	2	-14	6	0.8	-4	-9	2
9	C[C@]12C[C@@H](O)[C@H](O)CC1=CCC1C2CC[C@]2(C)C(=O)CCC12 (some centres not stated)	-11	1	8	-9	-2	4.7	0	3	-4
10	CCCCSP1(=S)NCCCN1	-1	-3	1	4	4	0.4	-12	-3	-17
11	O=C(C(=O)N1CCOCC1)c1cn(Cc2ccccc2)c2ccccc12	-1	-3	1	-11	5	-0.2	0	-3	1
12	[N-]=[N+]=NCCN1CCC(O)CCC1=O (configuration not stated)	-17	0	0	-8	4	0.1	3	-4	8
13	Cc1ccc(OCC(=O)N2CCN(Cc3ccc([N+](=O)[O-])cc3)CC2)cc1	-8	-3	2	5	1	4.5	-22	-10	-8

# All compounds of this part, repeating the preview:
no.	structure	CHRM4 antagonist	M1 ag	CHRM4 agonist	CHO parental Ca	CHRM1 PAM	CHO-K1 Ca ag	OXTR potentiate	M1 antag	CHO-K1 Ca antag
1	Cc1ccc(Cn2cc(C=O)c(-c3ccc(F)cc3)n2)cc1	11	0	4	1	2	5.1	-17	-7	-17
2	COC(=O)C1=C(c2cc3ccccc3s2)C[C@@H]2CC[C@H]1N2C(=O)N1CCOCC1	4	-2	3	-8	11	-0.4	2	-13	5
3	Cc1cc(OC(C)C(=O)N[C@H](C(=O)O)c2ccccc2)c2c3c(c(=O)oc2c1)CCC3 (some centres not stated)	-18	1	0	-9	5	7.4	-3	-9	17
4	CCCC(=O)c1c(O)[nH]c(=O)[nH]c1=O	2	-4	1	8	5	1.8	1	-7	-11
5	CCCCc1ncc(CN2CCCC(C(=O)c3ccc(SC)cc3)C2)[nH]1 (configuration not stated)	1	-14	2	-24	-25	0.8	-6	3	4
6	C=Cn1ccnc1P(=S)(c1nccn1C=C)C1CCCCC1	2	-3	2	-14	-4	0.0	-6	-16	-20
7	Cc1cc(OC(=O)N(C)C)nc2c1c(C)nn2C	-11	0	0	-33	12	0.2	-6	-14	-9
8	COc1ccc(NC(=O)CN2CC=C(c3ccccc3)CC2)cc1S(=O)(=O)N1CCOCC1	8	-7	2	-14	6	0.8	-4	-9	2
9	C[C@]12C[C@@H](O)[C@H](O)CC1=CCC1C2CC[C@]2(C)C(=O)CCC12 (some centres not stated)	-11	1	8	-9	-2	4.7	0	3	-4
10	CCCCSP1(=S)NCCCN1	-1	-3	1	4	4	0.4	-12	-3	-17
11	O=C(C(=O)N1CCOCC1)c1cn(Cc2ccccc2)c2ccccc12	-1	-3	1	-11	5	-0.2	0	-3	1
12	[N-]=[N+]=NCCN1CCC(O)CCC1=O (configuration not stated)	-17	0	0	-8	4	0.1	3	-4	8

# Carrying on.
no.	structure	CHRM4 antagonist	M1 ag	CHRM4 agonist	CHO parental Ca	CHRM1 PAM	CHO-K1 Ca ag	OXTR potentiate	M1 antag	CHO-K1 Ca antag
13	Cc1ccc(OCC(=O)N2CCN(Cc3ccc([N+](=O)[O-])cc3)CC2)cc1	-8	-3	2	5	1	4.5	-22	-10	-8
14	Cc1cc(OC(C)C(=O)NCc2cccnc2)c2c3c(c(=O)oc2c1)CCC3 (configuration not stated)	-1	-1	2	-10	2	-0.7	-1	-4	-11
15	CCOP(=O)(OCC)C(NC(=O)c1ccc(OC)cc1)C(Cl)(Cl)Cl (configuration not stated)	3	-3	12	-13	-5	4.9	-2	11	-5
16	O=c1[nH]c2ccccc2n1C1CCN(C(c2cccs2)c2nnnn2-c2ccc3c(c2)OCCO3)CC1 (configuration not stated)	19	3	22	·	7	6.8	·	-24	-28
17	CS(=O)(=O)c1ccc(C2=C(CNC(=O)c3ccncc3)[C@H]3CC[C@@H](C2)N3Cc2ccco2)cc1	-2	-9	2	·	-6	0.3	·	1	7
18	Cc1ccc(NC(=O)CN2C(=O)CN=C(c3ccccc3)c3cc(Cl)ccc32)cc1	-10	-2	1	-2	3	0.2	-9	-7	9
19	CCc1ccc(N2C(=O)NC(=O)/C(=C\C=C\c3ccco3)C2=O)cc1	9	2	3	-3	11	3.9	-7	-14	-18
20	CCCNS(=O)(=O)c1ccc(OCC(=O)N2CCN(C)CC2)cc1	-6	-6	2	-6	9	-0.2	-3	-13	-11
21	CC/C(=N\Nc1ccccc1)c1c(O)n(-c2ccccc2)c(=O)[nH]c1=O	-19	0	1	6	10	0.6	-12	-11	10
22	CSc1nnc(OC(=O)N(C)C)n1-c1ccc(Cl)cc1	8	-2	16	-4	-2	3.8	-5	9	5
23	Cc1c(N=Nc2c(O)[nH]c(=S)[nH]c2=O)c(=O)n(-c2ccccc2)n1C	6	-4	2	-9	0	0.4	-7	-5	6
24	CC1=C(C)CN2CC(C#N)=C(N)C2C1 (configuration not stated)	-18	-4	1	·	2	-0.4	·	-3	3

# Continued:
no.	structure	CHRM4 antagonist	M1 ag	CHRM4 agonist	CHO parental Ca	CHRM1 PAM	CHO-K1 Ca ag	OXTR potentiate	M1 antag	CHO-K1 Ca antag
25	CCCOc1ccc(C(=O)NC(=S)N2C[C@H]3C[C@H](C2)c2cccc(=O)n2C3)cc1	5	-6	-1	-19	-9	-0.8	1	17	9
26	CC[C@]12C=CCN3CCC4(c5cc(Br)c(OC)cc5N(C)C4[C@@](O)(C(=O)OC)[C@@H]1OC(C)=O)C32 (some centres not stated)	-5	-3	3	-16	10	0.9	-1	-14	-21
27	O=C1NC(=O)C(C(CC(=O)c2ccccc2)c2ccccc2)C(=O)N1 (configuration not stated)	-13	0	13	-6	0	3.7	4	2	3
28	CC1CN(CCc2ccccc2)CC(C)O1 (configuration not stated)	-16	-8	1	1	14	0.6	-3	-16	-15
29	CC1C(C)N1CC(O)Cn1ccnc1[N+](=O)[O-] (configuration not stated)	3	-5	0	-6	-4	0.6	-13	8	-7
30	O=S(=O)(c1ccc(F)cc1)N1CN2CCN(C2)C1	-14	2	0	-16	11	-0.4	2	-7	9
31	O=C1CCCC2C3CCCN4CCCC(CN12)C34 (configuration not stated)	-8	-11	1	-6	12	-0.1	0	-4	1
32	COc1cccc(N2C(=O)CC(=O)NC2=O)c1	3	-5	0	2	6	0.8	1	-5	-6
33	COc1ccc(OCC(=O)N2CCN(C(C)C)CC2)cc1	1	-4	5	-1	12	0.8	-1	-1	4
34	COc1ccc(-c2nn(CCC#N)cc2C(=O)NCc2ccccc2)cc1[N+](=O)[O-]	1	-1	1	·	17	1.1	·	-25	-7
35	COC(=O)C1=C(c2c(C)noc2C)C[C@@H]2CC[C@H]1N2C(=O)N1CCC(C)CC1	3	-3	0	-9	-1	0.0	-1	3	-3
36	CCCCn1c(C)c(C(=O)OCC)c2c(CN3CCCC3)c(O)ccc21	5	-7	1	-22	3	2.1	-5	-9	-13

# More entries follow:
no.	structure	CHRM4 antagonist	M1 ag	CHRM4 agonist	CHO parental Ca	CHRM1 PAM	CHO-K1 Ca ag	OXTR potentiate	M1 antag	CHO-K1 Ca antag
37	Cc1cc(/C=C2\C(=O)NC(=O)N(c3ccccc3)C2=O)c(C)n1-c1ccc(C(=O)O)c(Cl)c1	-4	-4	1	·	0	2.3	·	1	14
38	CC(O)(CS(=O)(=O)c1ccccc1)C(=O)Nc1ccc(C(F)(F)F)cc1 (configuration not stated)	2	-2	0	-6	6	1.6	-4	0	-14
39	COC/C=C1\CN2C3C[C@@H]1[C@H]1COC4=Nc5cc(OC)c(OC)c(OC)c5[C@@]43C[C@@H]12	1	-3	1	-1	3	0.2	-2	-10	4
40	Cc1ccc(CN2CC3CC(C2)c2cccc(=O)n2C3)cc1 (configuration not stated)	1	-5	2	-6	-5	0.4	-9	9	-9
41	C=CCn1c(O)c(/C=N/N2CCCCC2)c(=O)[nH]c1=O	-5	6	0	-15	3	2.0	-2	-2	-11
42	COC(=O)C1=C(c2c(C)noc2C)C[C@@H]2CC[C@H]1N2C(=O)NCCCOC(C)C	6	-2	0	-3	12	0.6	3	-11	-10
43	COc1ccccc1CC1C(=O)C2CCN1CC2 (configuration not stated)	-4	-5	0	-5	0	0.2	-4	-1	-7
44	O=c1cccc2n1CC1CC2CN(CC(O)CN2CC3CC(C2)c2cccc(=O)n2C3)C1 (configuration not stated)	-10	-1	0	-15	13	0.5	-8	-18	-10
45	CCc1cc(=O)[nH]c(SCCCF)n1	0	-7	-1	-6	4	0.7	2	-3	-4
46	CCN(CC)C(=O)c1ccc(NC(=O)c2cc(S(=O)(=O)N3CCCCCC3)ccc2OC)cc1	-4	-3	8	-22	-1	3.8	-4	2	-3
47	COc1ccc2[nH]c3c(c2c1)CCN[C@H]3C	-8	-6	1	-9	9	0.5	-1	-13	-19
48	CCc1ccc(CNCCc2ccccc2F)cc1	1	-14	4	-19	-15	1.6	-6	7	4

# The list goes on.
no.	structure	CHRM4 antagonist	M1 ag	CHRM4 agonist	CHO parental Ca	CHRM1 PAM	CHO-K1 Ca ag	OXTR potentiate	M1 antag	CHO-K1 Ca antag
49	O=C1NC(=O)N(CCNc2ncc(C(F)(F)F)cc2Cl)C(=O)C1/C=N/OCc1c(F)cccc1Cl (configuration not stated)	3	-4	0	1	6	0.3	-1	-4	-3
50	Cn1c(O)c(C=NCCCC(=O)O)c(=O)n(C)c1=O	-4	-5	0	5	9	0.1	-13	-8	1
51	CCOP(=O)(OCC)C(c1ccccc1)N(C)C=O (configuration not stated)	-19	-4	1	-8	6	-0.2	-8	-17	-15
52	COC(=O)[C@@]1(C#N)[C@@H]2C=CC(C(C)=O)=CN2[C@@H](C(N)=O)[C@@H]1c1ccc(F)cc1	10	-5	3	-4	0	1.1	-5	17	5
